Source: PubChem BioAssay (National Center for Advancing Translational Sciences (NCATS))
RXFP1 agonist: activates the human relaxin receptor RXFP1. Q9HBX9. AID 2676. 370,000 compounds, 0.3% hits. HEK293T-RXFP1 cAMP TR-FRET, 30 min; response scale: percent of porcine relaxin response, buffer zero. Potency, µM (top dose mostly 57.5 µM), for inactives: at the top dose activation, usual class: activators; active = well fitted activation curve with a large enough effect; note: nearly all actives have a fitted effect of over 60% in size; many of its hits are not listed in these tables
Target sequence (Q9HBX9 whole entry, looked up): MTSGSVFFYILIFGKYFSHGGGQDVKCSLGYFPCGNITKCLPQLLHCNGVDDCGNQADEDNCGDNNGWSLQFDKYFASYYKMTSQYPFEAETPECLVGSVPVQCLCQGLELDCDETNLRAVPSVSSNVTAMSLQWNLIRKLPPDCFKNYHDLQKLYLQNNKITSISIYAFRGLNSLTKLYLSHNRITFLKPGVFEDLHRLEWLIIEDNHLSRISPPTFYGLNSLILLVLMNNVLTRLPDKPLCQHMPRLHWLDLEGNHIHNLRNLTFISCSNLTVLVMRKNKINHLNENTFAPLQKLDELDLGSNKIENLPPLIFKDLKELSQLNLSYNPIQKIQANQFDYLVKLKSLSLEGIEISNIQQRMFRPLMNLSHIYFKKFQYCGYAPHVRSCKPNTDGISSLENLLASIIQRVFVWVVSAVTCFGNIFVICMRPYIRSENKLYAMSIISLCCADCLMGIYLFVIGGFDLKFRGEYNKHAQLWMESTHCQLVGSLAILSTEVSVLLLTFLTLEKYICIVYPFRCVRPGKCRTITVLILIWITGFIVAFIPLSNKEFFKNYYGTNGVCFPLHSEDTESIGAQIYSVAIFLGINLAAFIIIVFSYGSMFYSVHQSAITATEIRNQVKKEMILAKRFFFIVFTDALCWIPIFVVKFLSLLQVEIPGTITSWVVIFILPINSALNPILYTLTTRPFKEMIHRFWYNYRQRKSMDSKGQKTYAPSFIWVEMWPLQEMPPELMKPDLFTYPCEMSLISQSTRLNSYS
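HEK293T cells stably expressing RXFP1 were pretreated with the PDE4 inhibitor Ro 20174, exposed to compounds for 30 min at 37C, lysed, and cAMP was read by TR-FRET. Data normalized to buffer (basal) and 29 nM porcine relaxin (100%).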
Active calls of the source: *; [ ] = remark or other dose. % is set by controls: 0 for no effect and ±100 for the full control effect; potency is the fitted concentration of half-maximal effect. Some of the compounds tested; the hit share may differ from the screen's.

What do the screens show for `O=C(CSc1nnc(-c2ccccc2)o1)n1c2c(c3ccccc31)CCCC2`?
RXFP1 agonist: 0.1%

How did Cc1ccc(C)c2[nH]c(=O)c(CCNC(=O)C(C)C)cc12 do in these assays?
RXFP1 agonist: 29.1%

Results for COc1ccc(-c2ccc(CNCc3ccccn3)o2)cc1Cl ?
RXFP1 agonist: -0.7%

What do the screens show for `Cn1cc(C(=O)NCc2cccnc2)c(=O)c2cc(S(=O)(=O)N3CCCCCC3)ccc21`?
RXFP1 agonist: 6.6%

What do the screens show for `Cc1cc(C)n(C(=O)C23CC4CC(CC(C4)C2)C3)n1`?
RXFP1 agonist: 0.7%

What do the screens show for `O=C(Cn1c(COc2ccccc2)nc2ccccc21)Nc1cc(Cl)c(Cl)cc1Cl`?
RXFP1 agonist: -0.3%

What do the screens show for `O=C(Cn1nc(-c2ccc3c(c2)OCCO3)ccc1=O)Nc1cccc(NC(=O)c2ccccn2)c1`?
RXFP1 agonist: -2.4%

Results for Cc1ccc(-n2nc(C)c(C3C(C#N)=C(N)OC4=C3C(=O)CC(C)(C)C4)c2Cl)cc1 (stereo unspecified) ?
RXFP1 agonist: 1.1%

How did CCCNC(=O)OC[C@H]1O[C@H](CCO/N=C/C[C@@H]2C=C[C@H](OC(C)=O)[C@@H](COC(C)=O)O2)C=C[C@@H]1Oc1ccc(OC)cc1 do in these assays?
RXFP1 agonist: 2.2%

How did Oc1ccc(COC2CCCC2)c2cccnc12 do in these assays?
RXFP1 agonist: -1.3%

How did Cc1cc(NNC(=O)Nc2cccc(Cl)c2)nc2c1c(C)nn2C do in these assays?
RXFP1 agonist: 0.0%

What do the screens show for `CCn1cc(NC(=O)CCl)c(C)n1`?
RXFP1 agonist: 1.8%

What do the screens show for `CC1(C)CN=C(N2CCN(C3=NCC(C)(C)S3)CC2)S1`?
RXFP1 agonist: 0.9%

How did COCCN1C(=O)N[C@@H](c2ccc(Br)cc2)C(C(=O)OC)=C1C do in these assays?
RXFP1 agonist: 2.2%

What do the screens show for `COc1cc(C2c3c(oc4ccc(C)cc4c3=O)C(=O)N2c2cc(C)ccn2)cc(OC)c1OC` (stereo unspecified)?
RXFP1 agonist: 2.0%

What do the screens show for `CCOc1ccc(C2=Cc3cc(OC)c(OC)cc3C(=C(Cl)Cl)O2)cc1`?
RXFP1 agonist: 0.5%

What do the screens show for `Cc1ccccc1[C@]1(C)ON(c2ccccc2C(F)(F)F)C1=O`?
RXFP1 agonist: -0.3%

How did COc1ccc2c(COC(=O)CCS(=O)(=O)c3ccccc3)cc(=O)oc2c1 do in these assays?
RXFP1 agonist: -0.8%

What do the screens show for `COc1ccc(O[C@H]2C=C[C@@H](c3ccccc3)O[C@@H]2CO/N=C/C[C@@H]2C=C[C@H](OC(C)=O)[C@@H](COC(C)=O)O2)cc1`?
RXFP1 agonist: 5.6%

What do the screens show for `COc1ccc(CSc2nnc3n(C)c(=O)c4c5c(sc4n23)CCCC5)cc1`?
RXFP1 agonist: 0.3%

How did O=C(CSc1nnc2c3ccccc3c3ccccc3c2n1)Nc1ccccc1 do in these assays?
RXFP1 agonist: -0.3%

What do the screens show for `CCOC(=O)N1CCN(C(=O)CCn2c(=S)[nH]c3cc(OCC)c(OCC)cc3c2=O)CC1`?
RXFP1 agonist: 7.7%

How did S=C(NCCc1cccc(Cl)c1)NCc1ccccc1 do in these assays?
RXFP1 agonist: -1.1%

How did CCN(CC)CCCNC(=O)c1ccc2c(SCC(=O)O)c3c(nc2c1)CCC3 do in these assays?
RXFP1 agonist: 2.8%

Reprinted from the part before: three compounds; new compounds follow.
What do the screens show for `CCOC(=O)N1CCN(C(=O)CCn2c(=S)[nH]c3cc(OCC)c(OCC)cc3c2=O)CC1`?
RXFP1 agonist: 7.7%

How did S=C(NCCc1cccc(Cl)c1)NCc1ccccc1 do in these assays?
RXFP1 agonist: -1.1%

How did CCN(CC)CCCNC(=O)c1ccc2c(SCC(=O)O)c3c(nc2c1)CCC3 do in these assays?
RXFP1 agonist: 2.8%

Results for CCCC[C@]12Cc3cc(OC)c(OC)cc3C(O1)C1=C(CC3(CCCCC3)OC1=O)O2 ?
RXFP1 agonist: 0.8%[11.5 µM]

Results for COc1ccc(-c2c(C)n([O-])c3c([n+]2=O)CCCC3)cc1OC ?
RXFP1 agonist: 0.4%

Results for Cn1c(=O)c2c(ncn2CC(=O)N/N=C/c2c[nH]c3ccccc23)n(C)c1=O ?
RXFP1 agonist: 15.3%

Results for Cc1occc1C(=O)n1cnc2ccccc21 ?
RXFP1 agonist: -1.4%

How did Cc1noc(C)c1S(=O)(=O)NCCCN1CCN(Cc2ccccc2)CC1 do in these assays?
RXFP1 agonist: 2.6%

Results for COc1cc(-c2nc(-c3ccc(-c4ccccc4)nc3OC)no2)cc(OC)c1OC ?
RXFP1 agonist: 2.2%

How did Cc1nn(-c2ccccn2)c2c1C(c1ccccn1)C1=C(CCCC1=O)N2 (stereo unspecified) do in these assays?
RXFP1 agonist: -0.3%

How did C=CCNC(=O)c1cc2c(=O)n3cc(C)ccc3nc2nc1NCC1CCCO1 (stereo unspecified) do in these assays?
RXFP1 agonist: -0.7%

Results for CCC(C(=O)OCC(=O)Nc1cccc(S(=O)(=O)NC2=NCCCCC2)c1)c1ccccc1 (stereo unspecified) ?
RXFP1 agonist: -0.8%

What do the screens show for `Cc1ccc2occ(CN3CCN(Cc4ccccc4)CC3)c(=O)c2c1`?
RXFP1 agonist: 0.1%

What do the screens show for `O=C(C1=C(O)C(=O)N(CCCN2CCOCC2)C1c1ccccn1)c1cccs1` (stereo unspecified)?
RXFP1 agonist: 0.3%

What do the screens show for `O=C1Nc2ccccc2C12OCCS2` (stereo unspecified)?
RXFP1 agonist: 1.6%

What do the screens show for `COc1ccc(CNC(=O)c2sc3nc4c(c(C(F)(F)F)c3c2N)CCC4)cc1`?
RXFP1 agonist: 2.4%

How did COc1ccccc1/C=N/NC(=Nc1ccc(C)cc1)c1nc2ccccc2s1 do in these assays?
RXFP1 agonist: -2.2%

What do the screens show for `COc1cccc(-c2ccc3ncnc(NCc4cccc(F)c4)c3c2)c1`?
RXFP1 agonist: 0.8%

What do the screens show for `Cc1cccn2c(=O)c3cc(C#N)c(=O)n(CC4CCCO4)c3nc12` (stereo unspecified)?
RXFP1 agonist: 22.8%

What do the screens show for `COC(=O)c1c(NC(=O)CN2CCN(S(=O)(=O)c3ccccc3)CC2)sc2c1CCC(C)C2` (stereo unspecified)?
RXFP1 agonist: -0.4%

What do the screens show for `Cc1cccc2cc(CN(Cc3cccnc3)C(=O)c3cccs3)c3nnnn3c12`?
RXFP1 agonist: 5.7%

What do the screens show for `COc1cc(OC)cc(C(=O)Nc2cccc(-c3ccc4nncn4n3)c2)c1`?
RXFP1 agonist: 0.3%

Results for C#CCOCCOCCOCCNc1nc(N2CCN(C(=O)CCCCCCCCCCNC(=O)[C@H](CO)n3cc(CCCCCN)nn3)CC2)nc(N2CCN(C(=O)CCCCCCCCCCNC(=O)[C@H](CCCN=C(N)N)n3cc(C[C@@H](C)CC)nn3)CC2)n1 ?
RXFP1 agonist: -0.4%

Results for COc1ccc(OCc2nnc(SCC(=O)c3c(N)n(C)c(=O)n(C)c3=O)n2-c2ccccc2F)cc1 ?
RXFP1 agonist: 6.2%

What do the screens show for `Fc1ccccc1/C=C1\CCCC2=C1Nc1ncnn1C2c1ccccc1F` (stereo unspecified)?
RXFP1 agonist: 0.4%

Results for CCCOc1ccc(C2C(C(=O)c3ccco3)=C(O)C(=O)N2CCN2CCOCC2)cc1OC (stereo unspecified) ?
RXFP1 agonist: 4.2%

How did Cc1cccc(N2CSC3=C(C#N)C(c4ccc(C)o4)CC(=O)N3C2)c1 (stereo unspecified) do in these assays?
RXFP1 agonist: 5.4%

Reprinted from the part before: five compounds, then new ones.
Results for C#CCOCCOCCOCCNc1nc(N2CCN(C(=O)CCCCCCCCCCNC(=O)[C@H](CO)n3cc(CCCCCN)nn3)CC2)nc(N2CCN(C(=O)CCCCCCCCCCNC(=O)[C@H](CCCN=C(N)N)n3cc(C[C@@H](C)CC)nn3)CC2)n1 ?
RXFP1 agonist: -0.4%

Results for COc1ccc(OCc2nnc(SCC(=O)c3c(N)n(C)c(=O)n(C)c3=O)n2-c2ccccc2F)cc1 ?
RXFP1 agonist: 6.2%

What do the screens show for `Fc1ccccc1/C=C1\CCCC2=C1Nc1ncnn1C2c1ccccc1F` (stereo unspecified)?
RXFP1 agonist: 0.4%

Results for CCCOc1ccc(C2C(C(=O)c3ccco3)=C(O)C(=O)N2CCN2CCOCC2)cc1OC (stereo unspecified) ?
RXFP1 agonist: 4.2%

How did Cc1cccc(N2CSC3=C(C#N)C(c4ccc(C)o4)CC(=O)N3C2)c1 (stereo unspecified) do in these assays?
RXFP1 agonist: 5.4%

What do the screens show for `COc1cc([N+](=O)[O-])cc(/C=N/NC(=O)CC#N)c1O`?
RXFP1 agonist: -0.1%

What do the screens show for `Brc1ccc(-c2csc(N3CCCCC3)n2)cc1`?
RXFP1 agonist: 1.5%

What do the screens show for `CC(C)c1ccc(NC(=O)CSc2nc3c(c(=O)[nH]2)CCC3)cc1`?
RXFP1 agonist: -1.7%

Results for O=C(CN1C(=O)CC(c2ccccc2)S(=O)(=O)c2ccccc21)N1CCOCC1 (stereo unspecified) ?
RXFP1 agonist: 0.1%

Results for CCOC(=O)c1sc(NC(=O)/C=C/c2cnn(C)c2C)c(C(=O)OCC)c1C ?
RXFP1 agonist: 0.7%

What do the screens show for `FC(F)(F)c1cc(C(F)(F)F)c2ccc(N/N=C/c3cccc(Cl)c3)nc2n1`?
RXFP1 agonist: 1.2%

What do the screens show for `CCOC(=O)COc1cccc2c(=O)n(CC(=O)NCCc3ccc(OC)c(OC)c3)ccc12`?
RXFP1 agonist: 1.1%

Results for COc1cccc(C2/C(=C(/O)c3ccncc3)C(=O)C(=O)N2CCCN(C)C)c1 (stereo unspecified) ?
RXFP1 agonist: -0.4%

What do the screens show for `Cc1ccccc1SCCNC(=O)CCc1ccccc1`?
RXFP1 agonist: 0.0%

How did Cc1cccc(C(=O)Nc2ccc(C)c(OC(=O)c3cccc(C)c3)c2)c1 do in these assays?
RXFP1 agonist: 0.4%

Results for O=c1c2cc(Br)cc(Br)c2oc2nc3n(c(=O)c12)CCCS3 ?
RXFP1 agonist: 0.1%

How did NCc1ccc(-c2nc3ccccc3o2)cc1 do in these assays?
RXFP1 agonist: -1.3%

What do the screens show for `O=C(Sc1nnnn1C1CCCCC1)c1cccs1`?
RXFP1 agonist: -0.7%

Results for Cc1nc(NC(=O)c2ccc(Cl)cc2)sc1-c1csc(Nc2cccc(F)c2)n1 ?
RXFP1 agonist: 2.0%

How did Cc1nn(-c2ccccc2)c2sc(C(=O)OCN3C(=O)c4ccccc4C3=O)cc12 do in these assays?
RXFP1 agonist: 3.1%

How did CCN(CC)CCN1C(=O)C(=O)/C(=C(/O)c2cnn(-c3ccccc3)c2C)C1c1cccs1 (stereo unspecified) do in these assays?
RXFP1 agonist: 6.7%

What do the screens show for `CC(C)Nc1ccc(Cl)cc1[N+](=O)[O-]`?
RXFP1 agonist: -7.0%

Results for COC(=O)c1c(N)n(-c2ccc(N3CCOCC3)cc2)c2nc3ccccc3nc12 ?
RXFP1 agonist: -0.1%

How did COc1ccc([C@]23Cc4cc(C#N)ccc4[C@H](O2)c2c(cc(C)n(Cc4ccccc4)c2=O)O3)cc1 do in these assays?
RXFP1 agonist: -0.4%[11.5 µM]

Results for CC(C)[C@@H]1NC(=O)c2cc([N+](=O)[O-])cc(I)c2NCCCC[C@@H](C(=O)NC(CC(=O)O)C(N)=O)NC(=O)[C@H](CO)NC1=O (stereo partly specified) ?
RXFP1 agonist: -0.9%

Results for O=C(CNc1cc(S(=O)(=O)N2CCCC2)ccc1OCC(F)(F)F)Nc1cc(Cl)cc(Cl)c1 ?
RXFP1 agonist: 1.3%

Results for CCOC(=O)c1cn(-c2ccc(F)c(F)c2)c2c(F)c(F)c(F)c(F)c2c1=O ?
RXFP1 agonist: -2.6%

What do the screens show for `O=c1[nH]c(=O)c2ncc(-c3ccc(Cl)cc3)nc2[nH]1`?
RXFP1 agonist: 20.6%

How did O=C(NCc1cccs1)c1cc(-c2ccncc2)nc2ccc(Br)cc12 do in these assays?
RXFP1 agonist: 11.5%
